Screens from PubChem.
Pol kappa inh: DNA polymerase kappa (human) inhibition. Q9UBT6. purified Pol kappa, fluorescent DNA synthesis assay, 10 min. Potency, µM (highest dose often 107 µM), without a hit: at the top dose activity, negative = inhibition, hits mostly inhibitors. hit rate 0.53% among 400,000. AID 588579; also: % is scaled to controls: 0 for no effect and ±100 for the full control effect
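50 nM final substrate added after 15 min RT preincubation of 10 nM Pol kappa with compound; fluorescence read at 0 and 10 min.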
Pol beta inh: blocks human DNA polymerase beta activity; P06746; Pol beta primer extension/strand displacement, fluorescence kinetic; Potency, µM (series often up to 114 µM), inactives show at the highest dose activity change, negative = inhibition, usual class: inhibitors; hit rate 1.3% among 340,000; also: % is scaled to controls: 0 for no effect and ±100 for the full control effect
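Pol beta (10 nM) and compounds were preincubated 15 min at room temperature, then 50 nM substrate (final) started primer extension/strand displacement. Reads were taken at 0 and 10 min; concentration-response data were fitted to a four-parameter Hill equation.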
BAZ2B block: BAZ2B (human) inhibition | AlphaScreen BAZ2B-H3K14Ac peptide displacement | Potency, µM (highest dose often 114 µM), for the others: at the highest dose activity change, negative = inhibition, usual class: inhibitors | hit rate 4.4% among 360,000; also: % is scaled to controls: 0 for no effect and ±100 for the full control effect; nearly all actives have a fitted effect of over 60% in size
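Multi-concentration screen (max 110 uM) measuring displacement of acetylated histone H3 peptide from BAZ2B by AlphaScreen, using 50 nM protein, 50 nM peptide and 10 ug/mL streptavidin donor plus Ni-chelate acceptor beads.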
BLM helicase inh: blocks DNA unwinding by human BLM helicase. P54132. recombinant BLM DNA unwinding, fluorescence dequenching. Potency, µM (titrated, usually from 56.1 µM), inactives show top-dose activity change, negative = inhibition, actives largely listed as inhibitors. hit rate 0.2% among 350,000. AID 2528;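 also: plate controls were vehicle for no effect and no enzyme for full effect; nearly all actives have a fitted effect of over 35% in size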
Pol eta inh: blocks human DNA polymerase eta activity; recombinant Pol eta, fluorescent DNA replication assay; Potency, µM (doses to about 114 µM), inactives show at the highest dose activity change, negative = inhibition, hits mostly inhibitors; hit rate 1.2% among 390,000; also: % is scaled to controls: 0 for no effect and ±100 for the full control effect
Target sequence (Q9Y253 whole entry, looked up): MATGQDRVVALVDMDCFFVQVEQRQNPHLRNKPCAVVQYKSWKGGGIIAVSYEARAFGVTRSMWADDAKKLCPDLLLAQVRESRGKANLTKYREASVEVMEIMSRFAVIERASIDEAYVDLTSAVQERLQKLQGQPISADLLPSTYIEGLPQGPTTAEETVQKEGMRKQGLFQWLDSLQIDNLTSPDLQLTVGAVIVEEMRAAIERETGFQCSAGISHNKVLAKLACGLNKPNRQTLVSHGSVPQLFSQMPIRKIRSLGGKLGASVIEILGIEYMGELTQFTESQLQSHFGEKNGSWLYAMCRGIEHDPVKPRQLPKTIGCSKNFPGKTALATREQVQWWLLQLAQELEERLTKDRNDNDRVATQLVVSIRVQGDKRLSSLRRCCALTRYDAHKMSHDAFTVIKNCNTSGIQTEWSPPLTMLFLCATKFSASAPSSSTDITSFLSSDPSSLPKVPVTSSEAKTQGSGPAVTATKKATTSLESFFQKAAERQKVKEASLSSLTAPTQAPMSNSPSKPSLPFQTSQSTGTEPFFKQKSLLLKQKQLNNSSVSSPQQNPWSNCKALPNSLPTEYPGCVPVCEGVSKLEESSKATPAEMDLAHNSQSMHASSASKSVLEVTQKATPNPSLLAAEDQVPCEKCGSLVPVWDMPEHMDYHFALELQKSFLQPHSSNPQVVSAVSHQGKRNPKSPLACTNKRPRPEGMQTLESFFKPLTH
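Pol eta (10 nM) was preincubated with compounds for 15 min at room temperature, after which fluorescent replication substrate (50 nM final) was added to start the reaction. Fluorescence was read kinetically at 0 and 10 min.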
G9a block: blocks human histone lysine methyltransferase G9a; Q96KQ7; G9a H3K9 monomethylation, AlphaScreen, 2 h; Potency, µM (highest dose often 102 µM), without a hit: top-dose activity, negative = inhibition, most hits filed as inhibitors; hit rate 8.8% among 350,000; AID 504332; also: % is scaled to controls: 0 for no effect and ±100 for the full control effect; nearly all actives have a fitted effect of over 75% in size
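G9a (20 nM) was preincubated 15 min with compound, then reacted 2 h at room temperature with 500 nM biotin-H3K9 peptide and 20 µM SAM. Monomethyl-H3K9 detected by AlphaScreen using anti-H3K9me1 antibody.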
APE1 inh: blocks human APE1 abasic DNA cleavage; recombinant APE1, TAMRA/BHQ-2 abasic DNA cleavage fluorescence; Potency, µM (highest dose often 65.8 µM), for the others: top-dose activity change, negative = inhibition, hits mostly inhibitors; hit rate 0.35% among 350,000;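 also: plate controls were vehicle for no effect and reference inhibitor for full effect; nearly all actives have a fitted effect of over 55% in size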
Target sequence (P27695 whole entry, looked up): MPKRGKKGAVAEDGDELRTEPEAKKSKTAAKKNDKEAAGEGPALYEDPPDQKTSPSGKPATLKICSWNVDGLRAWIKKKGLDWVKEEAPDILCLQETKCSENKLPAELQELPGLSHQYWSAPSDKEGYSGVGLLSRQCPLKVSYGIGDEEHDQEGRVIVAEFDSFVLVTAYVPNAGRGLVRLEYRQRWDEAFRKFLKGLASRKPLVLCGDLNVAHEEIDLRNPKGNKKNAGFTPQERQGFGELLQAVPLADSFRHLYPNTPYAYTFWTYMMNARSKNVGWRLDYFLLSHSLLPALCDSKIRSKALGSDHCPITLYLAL
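Activity was derived from the fluorescence gain between first and third kinetic reads (60 s intervals, ex 525/em 598 nm) after 50 nM THF-abasic TAMRA/BHQ-2 duplex was added to 0.75 nM APE1 preincubated 15 min with compound.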
JMJD2A Tudor: blocks the human JMJD2A Tudor domain; Potency, µM (titrated, usually from 114 µM), without a hit: at the top dose activity change, negative = inhibition, most hits filed as inhibitors; hit rate 4.4% among 390,000; AID 504339; AlphaScreen JMJD2A-Tudor / H3K4me3 peptide binding; also: % is scaled to controls: 0 for no effect and ±100 for the full control effect; nearly all actives have a fitted effect of over 50% in size
POLI inh: inhibitors of human DNA polymerase iota. Q9UNA4. Pol iota fluorescent replication assay, 10 min. Potency, µM (highest dose often 115 µM), without a hit: at the top dose activity, negative = inhibition, usual class: inhibitors. hit rate 1% among 390,000
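Pol iota at 10 nM preincubated 15 min with compounds at room temperature; reaction started with fluorescent substrate, 50 nM final. Fluorescence read kinetically at 0 and 10 min; buffer-only wells as negative control.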
Starred values were filed as active, the others as inactive; ? = inconclusive; . = no result given; [ ] = remark or other dose. Calls follow the shape of the dose curve; as a rule, active = well fitted curve in the direction sought with a large enough effect; inconclusive = small, poorly fitted or top-dose-only effect, or another doubt; inactive = no such curve, though single readings can be large; an effect the other way counts as inactive or inconclusive. Potency is read from the fitted curve at half-maximal effect. Only part of the results is shown; the hit share may differ from the screen's.

Sample of the layout:
Results follow in this order: BAZ2B block	Pol kappa inh	Pol eta inh	APE1 inh	BLM helicase inh	POLI inh	Pol beta inh	JMJD2A Tudor	G9a block
CCOC(=O)c1sc(NC(=O)C2C3C=CC(C3)C2C(=O)O)nc1C (stereo not given)
→ -7.2%	-13.2%	-1.3%	?	-2.6%	?	?	-21.8%	-2.9%[12.7 µM]
COc1ccc(CN2CN(S(=O)(=O)c3cccs3)c3nc4ccccc4nc32)cc1
→ -21.7%	-7.5%	-25.3%	0.1%	-3.2%	9.6%	1.5%	-17.4%	-37.3%
CCc1nc(-c2ccc(C)c(S(=O)(=O)N3CCN(c4ccc(C(C)=O)cc4)CC3)c2)no1
→ -28.6%	-4.3%[60.1 µM]	-11.4%	.	-2.4%	-24.5%	13.2%	-7.7%	-1.0%[59 µM]

This part in full, repeating the preview:
Results follow in this order: BAZ2B block	Pol kappa inh	Pol eta inh	APE1 inh	BLM helicase inh	POLI inh	Pol beta inh	JMJD2A Tudor	G9a block
CCOC(=O)c1sc(NC(=O)C2C3C=CC(C3)C2C(=O)O)nc1C (stereo not given)
→ -7.2%	-13.2%	-1.3%	?	-2.6%	?	?	-21.8%	-2.9%[12.7 µM]
COc1ccc(CN2CN(S(=O)(=O)c3cccs3)c3nc4ccccc4nc32)cc1
→ -21.7%	-7.5%	-25.3%	0.1%	-3.2%	9.6%	1.5%	-17.4%	-37.3%
CCc1nc(-c2ccc(C)c(S(=O)(=O)N3CCN(c4ccc(C(C)=O)cc4)CC3)c2)no1
→ -28.6%	-4.3%[60.1 µM]	-11.4%	.	-2.4%	-24.5%	13.2%	-7.7%	-1.0%[59 µM]
COC(=O)c1sc2cc(C(F)(F)F)cnc2c1-c1ccccc1
→ 31.0%	-5.5%[60.1 µM]	-4.8%	-4.7%	-4.3%	12.2%	-1.6%	-9.4%	9.7%[59 µM]
CNC(=O)c1c(Br)cnn1-c1ccc(C)cc1
→ 2.9%	-6.0%	-9.5%	-0.2%	-3.6%	39.2%[activator]	-5.8%	11.3%	36.0%
Cc1cc(S(=O)(=O)N2CCN(c3ccccc3O)CC2)c(C)s1
→ 7.3%	-18.5%	-6.7%	3.1%	-3.4%	11.8%	-22.2%	-19.0%	?
COc1ccc(NC(=O)c2cc3c(-c4ccccc4F)nn(C)c3s2)c(OC)c1
→ .	7.2%	-18.3%	.	-9.5%	5.6%	2.0%	-16.7%	-3.8%[59 µM]
Cc1ccc(Cn2c(=N)n(CC(O)c3ccco3)c3ccccc32)cc1 (stereo not given)
→ ?	2.6%	-0.3%	-1.0%	-10.9%	?	-15.9%	?	-45.9%[12.7 µM]
CCNC(=O)c1c(O)c2ccccc2[nH]c1=O
→ -36.6%	-0.7%	-2.7%	0.7%	0.1%	18.6%	-6.6%	-25.6%	-41.4%[12.7 µM]
CCNc1ncc2nc(-c3ccccc3)c(=O)n(CCOC)c2n1
→ .	-1.3%[60.1 µM]	.	16.8%	2.3%	.	.	.	1.4%[0.501 µM]
COc1cccc(N2CCN(C(=S)Nc3ccccc3)CC2)c1
→ -7.6%	-3.8%	-14.1%	17.4%	-11.9%	157.0%[activator]	5.6%	-4.0%	9.6%
O=C1CC2(CCN(C(=O)c3cccc([N+](=O)[O-])c3)CC2)Oc2ccccc21
→ 4.8%	-7.2%	-12.6%	14.9%	.	8.4%	.	-13.8%	?
CC(C)OCCCNC(=O)c1cccc2c1C(=O)c1ccc(Cl)cc1S2(=O)=O
→ 8.3%	-1.0%	-7.5%	-2.8%	.	8.7%	.	-6.3%	10.2%[0.501 µM]
O=C(NCCN1CCOCC1)c1ccc(CS(=O)(=O)c2c(Cl)cccc2Cl)o1
→ 4.9%	-0.7%	-0.9%	-3.7%	0.5%	-10.6%	2.2%	-7.9%	?
O=C(CSc1nc(C2CCCCC2)nc2ccccc12)N1CCCC1
→ -14.6%	-20.8%	-22.4%	4.4%	-0.1%	-26.0%	3.4%	-15.9%	4.5%
CCOc1ccc(NC(=O)Cn2cc(C(=O)c3ccc(OC)cc3)c(=O)c3cc4c(cc32)OCO4)cc1
→ -12.4%	-4.5%	-8.3%	.	-28.9%	13.5%	?	-13.2%	-27.4%[59 µM]
CCC(C)Nc1nc(N)c([N+](=O)[O-])c(NCc2ccccc2)n1 (stereo not given)
→ ?	-7.9%	-20.8%	-24.2%	-11.9%	-15.2%	-5.4%	56.2µM*	-23.3%
Cc1ccc(N2C(=O)[C@@H]3[C@H](C2=O)[C@H]2C=CC=NN2[C@@H]3C(=O)Nc2ccc(Cl)cc2)cc1
→ 50.1µM*	-15.3%	-12.4%	2.4%	-9.4%	-10.6%	22.5%	-7.9%[57.1 µM]	3.16µM*
CCCCn1c(N)c(N(CC(C)C)C(=O)CSCc2cccc(C)c2)c(=O)[nH]c1=O
→ 27.6%	-9.1%	-6.3%	10.3%	.	8.1%	.	-9.0%	?
CCOc1cc(CNCCO)ccc1OCC(=O)NC(C)(C)C
→ ?	-0.7%	-6.8%	1.2%	0.9%	11.5%	7.9%	-18.8%[11.4 µM]	17.1%[59 µM]
COc1ccc2cc(C(c3nnnn3C3CCCC3)N3CCOCC3)c3nnnn3c2c1 (stereo not given)
→ -9.5%	4.7%	-9.6%	3.4%	3.2%	6.8%	?	-6.3%	.
CCCCCOc1ccccc1C(=O)NCCCCCC(=O)O
→ -1.0%	1.7%	-8.6%	-0.6%	-6.1%	33.4%[activator]	20.4%	15.1%	.
Cc1ccc(NS(=O)(=O)c2ccc(C)c(NC(=S)NCCN3CCOCC3)c2)c(C)c1
→ .	-1.8%	-4.7%	14.4%	.	15.0%	.	-19.5%	.
COc1ccc(CNC(=O)c2cc(-c3ccccc3OC)on2)cc1
→ 5.6%	-11.1%	-9.2%	-8.5%	-12.2%	-7.3%	1.7%	3.8%	-11.1%[59 µM]
Cn1c(/C(C#N)=C/Nc2ccccn2)nc2ccccc21
→ -20.2%	-3.6%	-12.3%	0.2%	-1.3%	-1.4%	-18.0%	-11.8%	-0.9%
CC(=O)N1c2ccc(S(=O)(=O)NCC3CCC(C(=O)Nc4ccc(F)cc4)CC3)cc2CC1C (stereo not given)
→ 2.9%	-17.2%[60.1 µM]	-4.1%	.	-3.6%	1.7%	0.7%	-4.2%	-3.4%[59 µM]
COC(=O)C1OCOC2C(C(=O)OC)OCOC12 (stereo not given)
→ .	1.4%	4.2%	.	.	33.7%[activator]	.	-11.0%	.
CC(C)c1ccc(-c2c(C#N)c(N)nc(SCC(=O)N3CCCCCC3)c2C#N)cc1
→ ?	-4.6%	-16.4%	-0.1%	-1.3%	-7.4%	11.1%	-1.4%	-2.0%
CCCCc1nc2ccc(S(=O)(=O)O)cc2[nH]1
→ -18.4%	-7.1%	-7.2%	-2.0%	-4.7%	-28.3%	1.3%	-8.5%	?
COCCN(C(=O)CNC(=O)c1ccco1)C(C(=O)NC1CCCC1)c1ccccc1F (stereo not given)
→ -3.4%	-10.0%	-21.2%	34.0%	-3.3%	22.1%	-12.2%	3.2%	9.6%
COCCN(Cc1ccco1)C(=O)Cn1ncc2c([nH]c3ccccc32)c1=O
→ -17.6%	-7.0%	-3.2%	.	-0.7%	-4.8%	21.4%	-21.5%	-4.7%[59 µM]
CN(C(=O)Cn1nc(C(=O)O)c2ccccc2c1=O)C1(C#N)CCCCC1
→ 7.7%	-26.7%	-8.3%	42.7%[activator]	.	-14.5%	.	-1.7%	-9.2%[12.7 µM]
C/C(=N\O)c1noc(C)c1C(=O)Nc1nccs1
→ -23.7%	10.1%	-15.4%	13.8%	-3.6%	40.4%[activator]	2.3%	-8.3%	26.9%
CC1CCCC(C)N1/N=C/C=C/c1ccccc1[N+](=O)[O-] (stereo not given)
→ 22.4µM*	-10.8%	-13.0%	-1.9%	-4.5%	50.1%[activator]	?	39.8µM*	31.6µM*
Fc1cc(F)c2nc(N3CCCCC3)sc2c1
→ 19.4%	5.8%	-2.6%	-4.8%	0.2%	14.3%	33.1%	38.9%[activator]	9.6%[2.33 µM]
c1nc2sc3c(c2c2nnnn12)CCC3
→ .	-9.7%	-5.2%	10.7%	-1.9%	494.3%[activator]	9.6%	-27.0%	-11.4%[59 µM]
COc1cc(OC)c(C#N)c(S(=O)Cc2ccccc2)c1 (stereo not given)
→ 2.5%	-5.2%	1.9%	0.8%	0.6%	-2.3%	0.1%	-7.9%	-4.4%[12.7 µM]
COC(=O)c1sc(NC(=O)C(C)c2ccccc2)nc1C (stereo not given)
→ 5.4%	-19.6%	-7.0%	9.6%	-11.8%	4.0%	27.3%	-11.9%	9.6%[59 µM]
COc1cccc(NC(=O)c2sc3nc(C)c(C(=O)Nc4ccc(C)cc4C)c(-c4ccco4)c3c2N)c1
→ -2.4%	-6.9%	-13.0%	.	-9.2%	?	1.2%	-12.6%	-15.8%[59 µM]
CCCc1nc(SCC(=O)Nc2nnc(CC)s2)c2c(C)c(C)sc2n1
→ 1.7%	-4.5%	0.9%	0.8%	1.8%	?	5.5%	-5.2%	-0.8%
Cc1nnc(NC(=O)CCC(=O)NC2CCCCCCC2)s1
→ -0.2%	2.6%	-17.3%	40.3%	1.4%	11.6%	9.0%	-4.1%	18.0%
O=c1oc2ccccc2c2c1C1O[C@](c3ccsc3)(Cc3ccccc31)O2
→ 8.91µM*	.	.	-35.3%[12.4 µM]	-23.6%[12.4 µM]	.	11.2µM*	.	.
O=C(C1CCCN(Cc2cccnc2)C1)N1CCCCC1 (stereo not given)
→ 22.4µM*	-2.2%	-14.5%	-9.5%	9.8%	-0.8%	6.7%	?	3.98µM*
C#CCOCCOCCOCCNc1nc(N2CCN(C(=O)C(Cc3cc4ccccc4[nH]3)n3cc(C(N)C(C)CC)nn3)CC2)nc(N2CCN(C(=O)C(Cc3cc4ccccc4[nH]3)n3cc(C(N)C(C)CC)nn3)CC2)n1 (stereo not given)
→ 28.2µM*	0.7%	-1.6%	7.4%	-6.3%	?	20µM*	28.2µM*	-102.6%[59 µM]
Clc1ccc(CNc2cc(-c3ccccc3)nc3nncn23)cc1
→ -12.7%	-18.1%	-0.9%	.	-7.5%	?	?	-29.2%	-35.0%[59 µM]
